Assay outcomes (PubChem BioAssay)
DNA FID counter: displaces DNA intercalator in HCV helicase counter-screen. DNA fluorescent intercalator displacement, fluorescence. inhibition, % at 7.9 µM. 0.17% of 290,000 active; in the data active means inhibition above about 37%;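 further: 0% = vehicle and 100% = reference compound; higher means more ethidium bromide displaced from hairpin DNA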
IDE act: IDE (human) activation, cell-based; HEK cells, FAbeta-B cleavage, fluorescence polarization; 0% vehicle, 100% cell-free pure enzyme wells; activation, % at 5.96 µM; 0.073% of 340,000 active; AID 493087;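 active means activation above the mean of all tested compounds plus 3 SD, set per screening campaign, cut at about 17% in these data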
Target sequence (P14735 whole entry, looked up): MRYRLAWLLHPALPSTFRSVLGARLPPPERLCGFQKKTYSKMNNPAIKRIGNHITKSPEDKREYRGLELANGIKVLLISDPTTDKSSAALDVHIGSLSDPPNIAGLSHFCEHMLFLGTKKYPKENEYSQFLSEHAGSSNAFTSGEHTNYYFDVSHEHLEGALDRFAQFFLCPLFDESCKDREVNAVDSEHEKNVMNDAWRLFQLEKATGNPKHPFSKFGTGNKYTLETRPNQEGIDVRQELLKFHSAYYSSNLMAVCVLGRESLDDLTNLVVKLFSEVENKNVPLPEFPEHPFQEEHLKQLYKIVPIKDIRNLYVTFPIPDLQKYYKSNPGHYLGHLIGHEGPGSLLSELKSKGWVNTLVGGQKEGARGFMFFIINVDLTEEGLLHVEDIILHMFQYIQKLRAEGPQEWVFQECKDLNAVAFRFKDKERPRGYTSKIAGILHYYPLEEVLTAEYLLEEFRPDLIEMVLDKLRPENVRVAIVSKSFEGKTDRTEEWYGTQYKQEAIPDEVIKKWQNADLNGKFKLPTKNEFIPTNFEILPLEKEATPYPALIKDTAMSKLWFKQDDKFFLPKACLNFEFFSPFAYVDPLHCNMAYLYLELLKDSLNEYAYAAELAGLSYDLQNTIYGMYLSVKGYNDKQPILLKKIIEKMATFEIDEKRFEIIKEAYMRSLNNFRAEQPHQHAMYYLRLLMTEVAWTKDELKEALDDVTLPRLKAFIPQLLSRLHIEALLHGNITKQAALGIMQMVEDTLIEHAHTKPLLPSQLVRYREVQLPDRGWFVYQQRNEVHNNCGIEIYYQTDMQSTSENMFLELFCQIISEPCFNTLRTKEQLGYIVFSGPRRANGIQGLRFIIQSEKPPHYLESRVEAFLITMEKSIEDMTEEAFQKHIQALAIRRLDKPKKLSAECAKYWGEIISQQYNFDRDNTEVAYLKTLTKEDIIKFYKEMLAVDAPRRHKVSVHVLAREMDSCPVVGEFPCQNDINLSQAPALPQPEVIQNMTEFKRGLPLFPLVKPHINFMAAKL
PfM18AAP inh: blocks P. falciparum M18 aspartyl aminopeptidase; recombinant PfM18AAP, H-Glu-NHMec fluorogenic cleavage; inhibition, % at 7.35 µM; 1.2% of 290,000 active;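 active means inhibition above the campaign mean inhibition over all tested compounds plus 3 SD, cut at about 28% in these data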;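 further: 0% = plate median of test compound wells and 100% = 2 mM ZnCl2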
IDE inh: inhibitors of human insulin-degrading enzyme in cells. 0.41% of 320,000 active. P14735. inhibition, % at 5.59 µM. HEK cells, FAbetaB cleavage, fluorescence polarization. AID 434962;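 active means percent inhibition above the average of all tested compounds plus 3 SD, set per screening campaign, cut at about 16% in these data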;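 further: IDE supplied by intact live HEK cells; FP after avidin binding of uncleaved biotin substrate so inhibition keeps polarization high; 0% = DMSO wells and 100% = 60 µM reference IDE inhibitor Ii1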
HCV NS3 hel inh: blocks Hepatitis C virus NS3 helicase unwinding; NS3 helicase DNA unwinding, Cy5 molecular beacon fluorescence; inhibition, % at 10.9 µM; 0.56% of 290,000 active; AID 1800;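 active means inhibition above the mean of all tested compounds plus 3 SD, set per campaign, cut at about 35% in these data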;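 further: 0% = DMSO wells and 100% = thioflavine S control wells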
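System: NS3 helicase fragment of HCV / Schedule: 1 h at 25 °C / Control set: DMSO alone as 0% and 110 µM thioflavine S as 100% / Reagent: Cy5/quencher beacon DNA duplex and ATP to start / Technique: Cy5 fluorescence / Replication: singlicate / Evaluation: % inhibition of end-to-start signal ratio versus controls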
VIM-2 inh: blocks Pseudomonas aeruginosa VIM-2 metallo-beta-lactamase. inhibition, % at 5.6 µM. purified VIM-2, nitrocefin hydrolysis, epi-absorbance fluorescence. 0.89% of 290,000 active;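 active means inhibition above the mean of all tested compounds plus 3 SD, cutoff set per screening run, cut at about 7.5% in these data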;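 further: red hydrolysis product quenches plate fluorescence so inhibitors raise well fluorescence; 0% = enzyme with DMSO and 100% = DMSO without enzyme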
p-CIP stab down: compounds decreasing mouse p/CIP protein stability. F442A p/CIP-EGFP cells, EGFP fluorescence, 16 h. decrease of EGFP signal, % at 10 µM. 0.01% of 290,000 active. AID 1984;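 active means EGFP signal decrease of at least 30% at 10 µM or well 3 SD below plate mean, unless failing retest; inactive means the rest, including hits failing retest or dose response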; further: some compounds called inactive have numbers as strong as hits; many of its hits are not listed in these tables
IMP-1 inhibitor: blocks Pseudomonas aeruginosa IMP-1 metallo-beta-lactamase; purified IMP-1, nitrocefin hydrolysis, epi-absorbance fluorescence; inhibition, % at 5.6 µM; 0.45% of 290,000 active; AID 1556;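 active means inhibition above the mean plus 3 SD of all compounds in the same screening run, cut at about 4.5% in these data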;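 further: 0% = IMP-1 with DMSO and 100% = DMSO wells lacking enzyme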
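System: Purified IMP-1 | Read-out basis: Percent enzyme inhibition | Controls: IMP-1 with DMSO as 0%, enzyme-free DMSO as 100% | Replicates: One well per compound | Doses: 5.6 µM nominal single concentration | Detection: Epi-absorbance fluorescence, 480 nm excitation, 530 nm emission | Incubation: 25 °C, 15 min preincubation, 25 min reaction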
UBC9 SUMO inh: SUMOylation inhibition; 0.36% of 290,000 active; AID 2006; HTRF SUMOylation assay, SAE1/SAE2 + UBC9, in vitro; inhibition, % at 35 µM; in the data active means inhibition above about 50%, passing the limit was not always enough; further: strong numbers were not always called active
* hit, by the source's call; . = not tested or not shown. No enrichment for hits, and some 3.6% of all compounds hit somewhere here.

SMILES	DNA FID counter	IDE act	PfM18AAP inh	IDE inh	HCV NS3 hel inh	VIM-2 inh	p-CIP stab down	IMP-1 inhibitor	UBC9 SUMO inh
Cc1cc(N/N=C/c2ccc(O)cc2O)c2ccccc2n1	-10.6	-1.8	12.2	4.2	0.6	-5.8	-8.9	-3.4	0.3
CC1CCN(S(=O)(=O)c2cccc(C(=O)Oc3ccc([N+](=O)[O-])cc3)c2)CC1	-12.4	4.4	-0.5	3.3	4.6	-5.3	5.1	-5.0	-2.6
CCCCN1C(=O)NC(NS(=O)(=O)c2ccc(N)cc2)(C(F)(F)F)C1=O (stereo not given)	-1.4	1.9	-10.3	10.0	-0.9	-0.6	-3.7	-2.7	-5.9
O=C(Nc1ccccc1F)c1ccc(Br)o1	0.3	-1.3	1.7	2.1	-0.1	-2.4	0.6	-3.1	-11.8
Cc1cc2ccccc2n1CCNC(=O)c1cccs1	-11.2	3.5	5.2	-0.6	-0.8	-3.4	-9.3	-5.5	-11.0
Cc1nn(Cc2nnc(SCC(=O)Nc3cccc(C(F)(F)F)c3)n2C)c(C)c1[N+](=O)[O-]	-17.1	.	2.8	1.5	0.9	-1.2	-1.8	-1.3	21.6
CCOC(=O)N1CCN(C(=O)CSCC(=O)Nc2nc(-c3cccs3)cs2)CC1	-35.6	0.8	2.2	1.1	-4.5	-3.7	-7.6	-6.8	-2.4
O=C(O)CSc1nc(C(F)(F)F)cc(=O)n1-c1ccccc1	-2.8	2.2	11.8	-1.9	1.4	-2.1	-5.1	-1.6	-4.1
C=CCc1cccc2cc(C(=O)O)c(=O)oc12	2.1	2.9	2.1	0.2	-6.3	-1.4	-12.0	-2.4	6.8
Cc1cccc(NC(=O)CC2c3ccccc3Oc3ccccc32)c1	-2.0	7.0	-9.0	0.6	9.3	1.8	2.5	-0.9	9.1
Cc1c(/C=N/O)sc2ccccc12	-0.3	-5.0	-6.4	-1.3	-5.9	-1.1	-7.2	-1.8	11.7
NC(=O)NNC1=Nc2cccc3cccc1c23	2.7	0.9	24.9	-4.3	-3.1	-2.6	3.7	-4.0	-10.4
CC(=O)N=c1ncn(CC(COC(C)=O)OC(C)=O)c2nc[nH]c12 (stereo not given)	-0.2	2.2	0.5	10.1	0.1	-0.8	0.5	-3.8	13.5
Cc1ccc(C)c(N2N=C(C(=O)Nc3ccccc3N3CCCC3)CCC2=O)c1	-37.6	-4.7	1.2	-2.4	-4.4	-3.0	-13.6	-3.1	-6.9
CN(CCNC(=O)CCNC(=O)Cn1ccc2ccccc2c1=O)Cc1ccccc1	6.6	-0.9	-13.6	1.2	-6.4	-1.3	-22.1	-4.0	-14.3
O=C(Nc1cccc(F)c1)NC1CCCCC1	-4.2	9.4	-10.6	-2.2	-8.8	-1.8	3.9	-7.4	-15.6
C[n+]1cccc(/C=N/Nc2nc(Cl)c(C#N)c(Cl)c2Cl)c1	11.5	.	7.8	6.5	-1.0	41.0*	-4.5	-3.1	9.9
CC(C)(C)OC(=O)N1CCC[C@H]1C(=O)Nc1ccc(Br)cc1	-11.0	2.2	-5.9	7.0	2.5	-0.4	4.2	-0.2	-3.1
Cc1ccc(SCCC(=O)OCC(=O)Nc2ccc(S(N)(=O)=O)cc2)cc1	-3.8	-1.0	2.4	11.3	-4.4	-1.8	-15.6	-4.5	-12.1
CC(NC(=O)Nc1ccccc1Cl)c1ccc2c(c1)OCO2 (stereo not given)	-10.3	-5.3	-9.4	-0.3	0.0	-1.0	-3.3	-0.8	9.6
COc1ccc(/C=C/C(=O)N[C@H](C(=O)O)C(C)C)cc1	-2.1	1.4	-9.0	2.4	2.7	-1.7	16.4	-2.1	8.1
COc1ccc(/C=C/C(=O)NCC(=O)N/N=C/c2cccs2)cc1	-25.5	5.8	5.4	1.3	7.7	-5.3	-8.4	-3.5	2.6
CC(=O)Nc1ccccc1OCc1nnc(-c2ccccc2Cl)o1	-17.3	1.7	-3.6	5.4	6.1	2.6	5.2	0.3	-29.6
CC(NC(=O)C(=O)NN=C1CCCCCC1)c1ccccc1 (stereo not given)	-1.9	2.1	-4.9	1.1	-4.0	-3.0	-4.8	-0.2	14.4
CCOC(=O)c1c(NC(=O)CSc2nnnn2C)sc(C)c1-c1ccc(C)cc1	-14.4	3.4	0.2	-5.0	-15.8	-3.2	-8.8	-4.5	-13.8
S=C(NCc1ccccc1)NC1CCSc2ccccc21 (stereo not given)	-20.9	-7.4	2.3	0.3	-1.6	-3.9	-12.3	-1.7	-3.2
Brc1cccc(Nc2nc(-c3cccnc3)cs2)c1	0.1	-8.2	6.2	4.8	-0.6	1.9	-0.4	0.5	-8.9
CCC(C)NC(=O)c1cc(S(=O)(=O)N2CCCCC2)c[nH]1 (stereo not given)	-15.7	8.2	-4.3	-0.1	1.4	-1.4	-6.4	0.6	-1.2
Cc1nccn1CC(=O)N/N=C/c1cc(Br)cs1	-1.5	6.9	2.7	0.1	-9.6	-0.5	8.0	-0.2	17.5
O=C(CSc1nnc(-c2ccccc2)o1)N1CCc2ccccc2C1	-2.9	5.1	-7.9	-0.3	-1.0	-1.9	17.1	-1.8	-0.6

Part of the list above, as labelled records.
COc1ccc(/C=C/C(=O)NCC(=O)N/N=C/c2cccs2)cc1
  DNA FID counter: -25.5 | IDE act: 5.8 | PfM18AAP inh: 5.4 | IDE inh: 1.3 | HCV NS3 hel inh: 7.7 | VIM-2 inh: -5.3 | p-CIP stab down: -8.4 | IMP-1 inhibitor: -3.5 | UBC9 SUMO inh: 2.6

CC(=O)Nc1ccccc1OCc1nnc(-c2ccccc2Cl)o1
  DNA FID counter: -17.3 | IDE act: 1.7 | PfM18AAP inh: -3.6 | IDE inh: 5.4 | HCV NS3 hel inh: 6.1 | VIM-2 inh: 2.6 | p-CIP stab down: 5.2 | IMP-1 inhibitor: 0.3 | UBC9 SUMO inh: -29.6

Further records:
SMILES	DNA FID counter	IDE act	PfM18AAP inh	IDE inh	HCV NS3 hel inh	VIM-2 inh	p-CIP stab down	IMP-1 inhibitor	UBC9 SUMO inh
O=C(Nc1nccs1)c1ccc(Cl)s1	-2.1	-2.7	-2.5	5.0	-1.6	-6.4	-22.4	-2.6	-1.4
CCc1ccc(Nc2nnc(SCC(=O)N(C)C3CCS(=O)(=O)C3)s2)cc1 (stereo not given)	-16.0	4.5	4.1	0.0	-6.2	-1.6	-11.3	-4.1	4.3
CCOC(=O)Cc1csc(NC(=O)C(C)c2ccc([N+](=O)[O-])cc2)n1 (stereo not given)	1.9	4.7	3.0	2.6	3.6	0.8	-18.8	1.0	11.5
O=c1c(F)cn(C2CCCO2)c(=O)n1Cc1c(Cl)cccc1Cl (stereo not given)	-5.5	-3.6	-5.4	0.3	-1.0	-0.1	-9.2	-4.9	-9.4
COc1ccc(NC(=O)c2ccc(N(C)S(C)(=O)=O)cc2)cc1OC	-9.5	9.6	4.1	0.3	4.5	-3.7	-0.7	-3.0	11.0
Cc1cnc(C(=O)OCC(=O)NC2CCCCCCC2)cn1	-2.5	-2.2	-1.9	6.9	0.9	-1.7	-2.4	0.3	8.5
COc1cccc(NCc2cc3c(C(C)(C)C)nn(-c4ccccc4)c3[nH]c2=O)c1	-25.6	10.2	3.7	-5.0	11.2	-3.8	2.3	-2.9	-32.0
COCCn1c(SC(C)C(=O)Nc2ccc(Cl)cn2)nnc1-c1ccncc1 (stereo not given)	-15.7	-1.3	-6.0	5.6	-0.5	-4.1	-10.3	-1.8	17.4
COc1ccc(CCNC(=O)CSc2nc3ccccc3o2)cc1OC	-14.1	2.4	-1.6	0.9	-2.7	-5.3	-7.9	-4.2	16.0
CC(C)Cc1nc(C(N)=O)c2[nH]c(=O)n(-c3ccc(F)cc3)c2n1	-1.7	-3.7	-8.8	0.3	-0.2	-1.2	1.2	-6.9	17.7
CCCN(Cc1ccc(N(CC)CC)cc1)CC1CC1	1.4	-0.7	0.7	-4.0	-6.7	-3.2	-2.9	-2.9	12.0
COc1ccc(N2CCN(C(=O)c3cc4c(-c5cccc(OC)c5)nn(C)c4s3)CC2)cc1	-28.5	3.6	-0.2	9.1	0.3	2.0	-3.9	-1.1	16.7
CC1CCC2(CC1)NC(=O)N(Cc1cccc(C(F)(F)F)c1)C2=O (stereo not given)	-20.4	-3.7	8.1	0.4	2.0	-2.3	-42.4	-2.3	6.5
O=C(N/N=C/c1ccccn1)C12CC3CC(CC(C3)C1)C2	-11.5	3.6	4.6	0.3	2.3	-0.6	17.3	-2.6	-0.6
CC(NC(=O)c1ccc(F)cc1)c1ccc(F)cc1 (stereo not given)	-0.5	-0.3	-5.9	0.5	-5.5	-1.3	-15.1	1.3	-0.2
CCc1ccccc1NC(=O)CN1CCC(NC(=O)COC)CC1	-5.8	2.3	4.4	5.2	2.7	-1.2	-16.2	-3.1	-4.8
CCC(C)NS(=O)(=O)c1ccc(S(=O)(=O)N2CCCC3(CCCCC3)C2)cc1 (stereo not given)	-3.6	6.6	2.7	-0.7	4.5	-0.7	-11.5	-2.7	-5.0
CCOC(=O)C1=C(CN2CCSCC2)NC(=O)NC1c1cccc([N+](=O)[O-])c1 (stereo not given)	-17.9	5.8	-7.3	-2.0	-0.3	-1.7	2.0	-1.6	-3.2
COc1ccc(CCNC(=O)CSc2nc3[nH]ncc3c(=O)[nH]2)cc1OC	-2.0	0.5	9.9	1.2	4.8	-2.8	1.9	-0.3	-4.7
Cc1ccc(C(=O)OCC(=O)Nc2cc(F)ccc2F)cc1NC(=O)c1ccco1	-6.7	-2.0	-4.7	6.1	-2.0	-3.2	0.8	-4.9	0.8
Cc1cc(S(=O)(=O)NCc2ccccc2)ccc1OCC(=O)NCC1CCCO1 (stereo not given)	-24.6	2.1	-8.9	0.1	2.5	0.1	-12.0	-0.5	3.1
CC(Oc1ccccc1)C(=O)Nc1ccc(NC(=O)c2ccccc2)cc1 (stereo not given)	-6.0	0.5	6.2	1.4	-1.8	-3.6	-7.5	-1.0	18.7
N#CC(C(=O)NC1CCCCC1)=C1CCCCCC1	-4.6	-0.9	-8.6	2.3	-0.3	1.1	4.7	2.1	-13.4
CSc1ccc(/C=N/N2CCN(Cc3ccccc3)CC2)cc1	-5.8	-2.0	-1.2	2.9	-5.1	-2.4	-15.8	-2.1	10.3
Cc1cccc(NC(=O)CS(=O)(=O)c2cn(CC(=O)N3CCOCC3)c3ccccc23)c1	-17.5	-0.9	0.7	1.5	16.5	-2.4	0.0	-2.8	12.5
COCCSc1nc2c(c(=O)[nH]c(=O)n2C)n1Cc1cccc(C)c1	-19.5	-0.1	1.4	3.7	-6.9	0.4	2.8	-0.9	-5.2
O=C(NC1CCCCC1)c1ccc(CN2CCOCC2)cc1	4.1	-0.4	-7.3	-2.5	3.0	-3.7	0.7	-1.2	0.7
CCO[C@@H]1OC(C(=O)NCc2ccccc2)=C[C@H](C(C)(C)C)[C@H]1CCCO	.	1.2	.	1.6	.	.	-4.1	.	0.4
Cc1cc(Br)ccc1SCC(=O)OC/C(O)=C(\C#N)c1nc2ccccc2[nH]1	-7.3	4.3	6.9	3.9	3.1	-3.9	-10.4	-2.3	48.4
Cc1ccc(S(=O)(=O)Nc2cc(C(F)(F)F)ccc2N2CCOCC2)c(C)c1	-1.3	0.6	-5.0	1.6	0.1	-2.6	-18.8	-0.6	-12.8
